Compound activity (PubChem)
ABHD4 inh: inhibitors of mouse ABHD4. Q8VD66. AID 720543. purified mABHD4, FP-Rh probe fluorescence polarization. 370,000 compounds, 0.54% hits. inhibition, % at 8.92 µM;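 active means inhibition exceeding the mean over every tested compound plus 3 SD, cut at about 30% in these data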;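 further: 0% = plate median of compound wells and 100% = S159A mutant with DMSO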
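Doses – 8.92 µM, single dose · Material – wild-type mouse ABHD4 protein · Replication – single well per compound (singlicate) · Measure – percent inhibition of probe binding, normalized to plate controls · Schedule – 45 min compound pre-incubation plus 60 min probe step, 25 °C · Detection – fluorescence polarization with parallel and perpendicular emission, 525/598 nm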
PRMT1 inh: inhibitors of human PRMT1; AID 652257; inhibition, % at 2.79 µM; Q99873; recombinant PRMT1, activity-based probe fluorescence polarization; 370,000 compounds, 1.3% hits;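 active means inhibition above about 21% made by adding two undisclosed values, limit read from the data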
Target sequence (Q99873 whole entry, looked up): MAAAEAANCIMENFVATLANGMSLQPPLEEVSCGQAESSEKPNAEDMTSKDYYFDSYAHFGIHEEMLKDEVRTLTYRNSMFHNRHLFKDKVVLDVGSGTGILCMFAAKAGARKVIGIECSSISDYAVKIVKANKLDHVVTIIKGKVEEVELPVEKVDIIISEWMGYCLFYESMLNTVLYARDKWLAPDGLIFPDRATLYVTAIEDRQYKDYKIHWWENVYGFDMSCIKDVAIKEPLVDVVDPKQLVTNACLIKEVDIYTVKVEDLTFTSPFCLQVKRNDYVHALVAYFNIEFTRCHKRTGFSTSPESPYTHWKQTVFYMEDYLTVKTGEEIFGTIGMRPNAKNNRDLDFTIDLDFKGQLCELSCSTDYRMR
SIAE primary: human SIAE inhibition, primary screen; SIAE FP-Rh probe binding, fluorescence polarization; inhibition, % at 9.66 µM; 370,000 compounds, 0.69% hits; AID 1053197;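 active means inhibition above a cutoff: mean of compounds within the control limits plus 3 SD of those, cut at about 17% in these data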;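 further: 0% = plate median of compound wells and 100% = probe without SIAE protein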
LEDGF integ inh: blocks HIV-1 LEDGF/p75-dependent DNA integration; TR-FRET IN-LEDGF/p75 DNA integration, Eu/Cy5; inhibition, % at 3.7 µM; 370,000 compounds, 0.64% hits; AID 743269;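 active means inhibition above the screen-wide mean plus 3 SD, cut at about 13% in these data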;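 further: signal is the Cy5 over europium emission ratio at 671 and 618 nm; 0% = plate median of compound wells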
TCR-CD3 inh: human TCR-CD3 binding inhibition; inhibition, % at 9.4 µM; 360,000 compounds, 0.37% hits; TAMRA-labeled TCR probe fluorescence, biochemical; AID 651800; in the data active means inhibition above about 19%;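 further: recombinant mutant TCR 2C K166C tagged with TAMRA read by polarization; 0% = receptor in buffer alone and 100% = receptor with positive control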
HTRA1 inh: HTRA1 (human) protease inhibition; inhibition, % at 5.96 µM; Q92743; 340,000 compounds, 0.5% hits; recombinant HTRA1, FP-rhodamine activity-based probe, fluorescence polarization; in the data active means inhibition above about 36%;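 further: 0% = enzyme with DMSO and 100% = wells lacking enzyme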
PG9 Ab binder: binds the HIV-1 gp120 antibody PG9 | TR-FRET gp120-PG9 antibody binding | inhibition, % at 6.7 µM | 360,000 compounds, 0.43% hits; in the data active means inhibition above about 8.5%
TDP2 absorb: TDP2 (human) inhibition, absorbance primary screen; O95551; recombinant TDP2, T5PNP hydrolysis, p-nitrophenol absorbance 415 nm; inhibition, % at 12.8 µM; 370,000 compounds, 0.34% hits; AID 720702;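 active means inhibition above the mean of all tested compounds plus 3 SD, set per campaign, cut at about 25% in these data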;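 further: 0% = DMSO with enzyme and 100% = buffer with substrate but no TDP2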
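Test system: Human TDP2 enzyme | Reagent: 5 mM T5PNP | Compound dosing: 12.8 µM single point, 1% DMSO | Incubation: Enzyme reaction with compound for 2 h at 37 °C | Technique: p-Nitrophenol epi absorbance | Read-out: % inhibition relative to enzyme-containing and enzyme-free wells | Benchmarks: High control without enzyme, low control DMSO plus TDP2 | Replicates: Singlicate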
rCAG RNA binder: molecules binding r(CAG) RNA repeats; r(CAG) RNA repeat, TO-PRO-1 dye displacement fluorescence; inhibition, % at 3 µM; 370,000 compounds, 1.3% hits; AID 651821;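 active means inhibition above the plate cutoff, the mean of all test compounds on that plate plus 3 SD, cut at about 35% in these data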;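 further: 0% = DMSO alone and 100% = 100 µM mitoxantrone as full dye displacement; higher means more dye released from RNA so lower well fluorescence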
NR1D1 modulator: modulates human Rev-erb alpha binding to DNA; P20393; Rev-erbα–FITC-DNA binding, fluorescence polarization, 90 min; activity, % at 10 µM; 370,000 compounds, 0.79% hits;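 active means activity above about 14%, limit read from the data; passing the limit was not always enough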;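 further: 0% = DMSO wells with 35 nM protein and 100% = DMSO wells with 750 nM protein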
Target sequence (P20393 whole entry, looked up): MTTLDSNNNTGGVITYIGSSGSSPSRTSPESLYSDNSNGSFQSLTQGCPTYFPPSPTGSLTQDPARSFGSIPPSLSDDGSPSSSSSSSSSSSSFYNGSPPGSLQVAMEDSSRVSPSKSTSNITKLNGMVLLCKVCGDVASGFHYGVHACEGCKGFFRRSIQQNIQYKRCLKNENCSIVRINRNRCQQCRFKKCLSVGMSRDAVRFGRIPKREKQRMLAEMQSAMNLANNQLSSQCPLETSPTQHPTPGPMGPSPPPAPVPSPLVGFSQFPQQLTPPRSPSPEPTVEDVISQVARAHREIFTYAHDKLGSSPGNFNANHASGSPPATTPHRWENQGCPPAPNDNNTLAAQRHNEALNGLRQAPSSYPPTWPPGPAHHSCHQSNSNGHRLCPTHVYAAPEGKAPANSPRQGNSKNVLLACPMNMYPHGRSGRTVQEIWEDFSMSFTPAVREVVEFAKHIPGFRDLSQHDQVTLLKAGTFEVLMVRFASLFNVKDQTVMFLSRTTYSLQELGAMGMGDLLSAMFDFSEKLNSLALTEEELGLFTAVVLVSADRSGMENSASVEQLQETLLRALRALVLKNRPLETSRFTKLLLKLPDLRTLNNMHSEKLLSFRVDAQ
Numbers without * were called inactive; / = not tested or not shown; & = joins results of further samples. These rows are one share of the data (hit frequency here may not be typical).

SMILES | ABHD4 inh | PRMT1 inh | SIAE primary | LEDGF integ inh | TCR-CD3 inh | HTRA1 inh | PG9 Ab binder | TDP2 absorb | rCAG RNA binder | NR1D1 modulator
NS(=O)(=O)c1ccc(NC(=O)CCc2ccccc2)cc1 | -4 | 1 | -6 | 1 | -8 | 7 | 2.3 | -3 | 0 | -1
CCCCn1c(-c2csc3c2CCC(C)C3)n[nH]c1=S (configuration not stated) | -17 | 14 | 4 | 1 | 10 | -8 | 0.4 | -4 | -1 | -4
COc1ccc(CNC(=O)CCNC(=O)c2ccc(C(C)(C)C)cc2)cc1OC | 2 | -2 | -7 | 2 | 3 | 7 | 0.1 | -1 | -8 | 4
S=C(NC1CCCCCC1)NC1CCCC1 | 3 | 0 | -5 | -4 | 9 | 6 | -2.9 | -5 | -3 | -4
NS(=O)(=O)c1ccc(CCNC(=O)c2cc(-c3cc(Cl)ccc3O)n[nH]2)cc1 | -16 | 0 | -4 | 5 | -10 | -17 | 0.6 | -6 | 13 | 0
COc1ccc(/C=C2\SC(=S)N(CC(=O)NC3CCS(=O)(=O)C3)C2=O)cc1 (configuration not stated) | 4 | 4 | -23 | -4 | -3 | 2 | -1.5 | -6 | 5 | 8
CCCN1C[C@@H](C)[C@@H](OC)CN(C)C(=O)c2ccc(NC(=O)c3cccc(F)c3)cc2OC[C@H]1C | 2 | 0 | 0 | -3 | -1 | / | 1.0 | -6 | 2 | 3
CCN(C[C@H]1N[C@@](C)(C(=O)OC)[C@H]2C(=O)N(C)C(=O)[C@@H]12)C(=O)Nc1ccc(OC)cc1 | 9 | 0 | 10 | -2 | -5 | -1 | 0.5 | 3 | 2 | 0
COc1cc(S(=O)(=O)N2CCOCC2)ccc1NC(=O)CSc1nnc(N)s1 | -1 | 5 | -1 | 1 | -7 | 7 | 0.3 | -4 | 13 | 1
CC(C)CNC(=O)CN1C(=O)NC2(CCCc3ccccc32)C1=O (configuration not stated) | -2 | 0 | 6 | 1 | 0 | 3 | -1.3 | 1 | 0 | 5
CCC1=Nc2cc(C(=O)NCc3ccco3)ccc2Sc2ccccc21 | -20 | 0 | -8 | -1 | 0 | -51 | -1.1 | 8 | 10 | -2
COc1cccc(NC(=O)CN(C)CC(=O)Nc2ccc(Cl)cc2[N+](=O)[O-])c1 | -1 | -1 | -3 | 4 | 1 | -6 | -0.9 | -13 | -5 | -3
NNC(=O)/C(=C\c1cccs1)NC(=O)c1ccccc1 | 1 | 0 | 1 | -2 | 1 | 2 | -2.7 | -1 | 5 | 3
O=C(NCC(=O)N(c1cccnc1)C(C(=O)NCc1ccco1)c1ccccc1)c1ccco1 (configuration not stated) | 1 | 0 | -8 | -3 | 6 | 7 | -0.5 | -6 | -2 | -4
CC(C)(C)C(=O)/C=C1\SCC(=O)N1CC(=O)N1CCN(c2ccccc2)CC1 | 7 | 4 | 2 | -2 | -7 | 3 | 2.2 | 2 | 5 | 1
COC(=O)c1ccc(Oc2nc(NC(C)C)nc(NC(C)C)n2)cc1 | -3 | -3 | -2 | -3 | 3 | -1 | -0.3 | 17 | -6 | 4
O=C(Oc1ccc(C(=S)N2CCOCC2)cc1)c1cccc([N+](=O)[O-])c1 | 0 | 3 | 4 | -1 | 2 | 3 | -0.1 | -8 | 1 | -6
COc1ccccc1NC(=O)C1=C(C)Nc2ncnn2C1c1cccs1 (configuration not stated) | -3 | -2 | 3 | 2 | 0 | -3 | 1.9 | -4 | -1 | -3
COC(=O)c1[nH]c2cccc(C)c2c1NC(=O)CN1CCN(C(=O)c2ccco2)CC1 | 0 | -3 | -9 | 1 | -3 | 4 | 0.6 | -1 | -8 | 1
CCOCCOCCC(C(=O)OCC)P(=O)(c1ccccc1)c1ccccc1 (configuration not stated) | 0 | -1 | 8 | -1 | -7 | 1 | 0.3 | 10 | -10 | -3
Cc1ccccc1Nc1nc(N)nc(COC(=O)[C@@H](NC(=O)c2ccco2)C(C)C)n1 | 3 | -2 | -2 | 4 | -1 | 1 | 1.4 | -3 | 2 | 6
COc1ccc(Cl)cc1NS(=O)(=O)c1cccc(C(=O)NC2CC2)c1 | 3 | 3 | 7 | -2 | -13 | 6 | 0.5 | 1 | 2 | -5
O=C(Cc1cccs1)N1CCN(C(=O)C2CCCO2)CC1 (configuration not stated) | 1 | 1 | -2 | 0 | 3 | 10 | -4.7 | 3 | 2 | 2
CC1(C)Cc2sc3c(=O)[nH]c(=S)[nH]c3c2CO1 | -2 | 0 | -3 | -3 | 4 | 8 | -0.1 | -1 | -1 | 2
C/C(=N\NC(=S)NC1CCCCC1)c1cccc(Br)c1 | 2 | -1 | 4 | -1 | -2 | -1 | 0.4 | 7 | 4 | 4
CCOc1ncccc1C(=O)Nc1ccc(C)c(S(=O)(=O)N2CCCCCC2)c1 | 3 | 2 | -5 | -1 | -8 | -11 | 0.1 | 2 | 1 | 1
CCCCC1(C)OC(=O)C(=Cc2ccc(SC)cc2)C(=O)O1 (configuration not stated) | 5 | -2 | 5 | 1 | 3 | 1 | -2.9 | -8 | 2 | -3
CC(C)C[C@H]1COc2cc(Br)ccc2S(=O)(=O)N1Cc1cn(Cc2ccc(F)cc2)nn1 | 2 | 1 | 6 | 0 | / | / | / | -14 | 1 | 4
Cc1occc1C(=O)NCc1ccc2c(c1)OCO2 | 2 | 1 | 6 | 2 | 1 | -2 | 0.7 | -7 | 7 | 2
COc1ccc(OCCSc2ncccn2)cc1 | 0 | -1 | 2 | -2 | 4 | 0 | -1.8 | 1 | 0 | 1
Cc1ccccc1Cn1nc(C)c(NC(=O)c2noc3c2CC(C(C)(C)C)CC3)c1C (configuration not stated) | 0 | 0 | -3 | -3 | -3 | -45 | 1.2 | -8 | -6 | -4
CCOC(=O)C1=C(N)N(c2ccccc2Oc2ccccc2)C(=O)C1 | -2 | 0 | 2 | -2 | 3 | -10 | -2.7 | -1 | 0 | -2
Cc1cc(OCc2cc(C(=O)NCc3csc(C(C)C)n3)no2)cc(C)c1Cl | -8 | 1 | -8 | -3 | 2 | -39 | -1.6 | -13 | -1 | -3
Cc1csc(NC(=O)CSC2=NS(=O)(=O)c3ccccc3N2)n1 | -1 | 2 | 5 | 1 | -2 | -1 | 1.2 | 5 | 8 | 5
CCN(CC)CCCNC(=O)C1c2ccccc2C(=O)N(CCOC)C1c1ccc(F)cc1 (configuration not stated) | 0 | -4 | 7 | -1 | 7 | -1 | 0.5 | 18 | -5 | 1
COc1ccc(C(=O)NC2CCN(S(=O)(=O)c3ccccc3)CC2)cc1 | -6 | -2 | 0 | 3 | -3 | -8 | 0.9 | -24 | 1 | 5
CC(C)(C)n1ncc2c(=O)n(CC(=O)N3CCc4ccccc43)cnc21 | 7 | 3 | 2 | 0 | 1 | 6 | 0.6 | -2 | 0 | 2
CCOC(=O)COc1cccc2c(=O)n(CC(=O)NCc3ccccc3)ccc12 | 3 | 1 | 1 | -3 | 2 | -2 | -1.9 | 10 | -6 | -4
CN(CC(=O)Nc1ccccc1Cl)CC(=O)Nc1sc2c(c1C(N)=O)CCC2 | -3 | 2 | 0 | 0 | -7 | -7 | -1.4 | -4 | 3 | 8
CC(=O)N/C(=C\c1cccc([N+](=O)[O-])c1)C(=O)NC1CCCCC1 | 6 | 1 | -3 | -4 | -4 | -2 | -1.6 | -16 | 3 | 8
COCc1[nH]nc2c1C(c1sccc1C)C(C#N)=C(N)O2 (configuration not stated) | 0 | 0 | 3 | 2 | 5 | 0 | -1.2 | 11 | -2 | -2
CCOc1ccc(N2C(=O)CC(N(Cc3ccco3)C(=O)CCC(=O)O)C2=O)cc1 (configuration not stated) | 2 | 2 | 1 | -1 | 0 | 4 | 0.6 | -4 | 3 | 1
c1coc(-c2cc3nc(NCc4ccc5c(c4)OCO5)ccn3n2)c1 | 0 | 32* | 3 | 6 | -9 | / | 4.7 | 15 | 21 | 1
Cc1cnc(NC(=O)c2cncc(Br)c2)s1 | -1 | -2 | 11 | 2 | 8 | 13 | -2.2 | -18 | -2 | -6
CCOc1ccc(NS(=O)(=O)c2cc(C)c(C)cc2C)cc1 | -3 | 0 | 3 | -3 | 0 | -14 | 0.9 | 8 | -2 | -1
NNC(=O)C1COc2cc3ccccc3cc2O1 (configuration not stated) | -7 | -5 | 1 | 0 | 1 | -17 | -2.9 | -12 | 7 | -8
CCCCn1ccnc1C | 1 | -5 | 6 | 0 | -1 | 3 | -0.5 | 5 | -2 | 0
COc1ccc(/C=N/NC(=O)c2ccc(F)cc2)cc1CN1CCc2cc(OC)c(OC)cc2C1C (configuration not stated) | -2 | -5 | -2 | 3 | 8 | -14 | 0.0 | 6 | -2 | -7
COc1ccccc1N1CCN(C(=O)C2CCN(S(=O)(=O)c3ccccc3F)CC2)CC1 | 0 | 6 | -7 | -5 | -2 | 7 | 1.9 | -4 | 0 | -2
CCC(=O)c1ccc(O)cc1 | -14 | -4 | -2 | 2 | 8 | 4 | -2.3 | 7 | 0 | 2&-7

Part of the list above, comma-delimited:
compound,ABHD4 inh,PRMT1 inh,SIAE primary,LEDGF integ inh,TCR-CD3 inh,HTRA1 inh,PG9 Ab binder,TDP2 absorb,rCAG RNA binder,NR1D1 modulator
COc1ccc(/C=N/NC(=O)c2ccc(F)cc2)cc1CN1CCc2cc(OC)c(OC)cc2C1C (configuration not stated),-2,-5,-2,3,8,-14,0.0,6,-2,-7
COc1ccccc1N1CCN(C(=O)C2CCN(S(=O)(=O)c3ccccc3F)CC2)CC1,0,6,-7,-5,-2,7,1.9,-4,0,-2
CCC(=O)c1ccc(O)cc1,-14,-4,-2,2,8,4,-2.3,7,0,2&-7

Carrying on:
SMILES | ABHD4 inh | PRMT1 inh | SIAE primary | LEDGF integ inh | TCR-CD3 inh | HTRA1 inh | PG9 Ab binder | TDP2 absorb | rCAG RNA binder | NR1D1 modulator
COc1ccc(/C=C(\C#N)C(=O)Nc2cc(C)c(Cl)cc2OC)cc1O | 6 | -1 | 0 | -1 | 2 | 0 | -1.6 | 14 | 6 | -26
O=C(COC(=O)CNS(=O)(=O)c1ccc(Br)cc1Cl)Nc1ccc(N2CCOCC2)cc1 | -1 | 3 | -1 | 0 | 1 | 2 | -0.8 | 1 | 5 | 0
CN(Cc1cnc2nc(N)nc(N)c2n1)c1ccc(C(=O)NC(CCC(=O)O)C(=O)O)cc1 (configuration not stated) | 9 | 6 | -4 | 5 | 2 | 6 | -1.9 | -7 | 1 | 6&-5
O=C(CCNS(=O)(=O)c1cccc2nonc12)NCCc1ccc(Cl)cc1 | 0 | -2 | 2 | -2 | -1 | -2 | 0.5 | 5 | 1 | 0
Cc1ccc(-c2csc(-c3cc(C)on3)n2)cc1 | -2 | -5 | -4 | 1 | 0 | -1 | -2.9 | 0 | -2 | -2
CCn1c(CNC(=O)c2ccc(OC)c(OC)c2)nnc1SCC(=O)Nc1ccc(OC)cc1 | -2 | 0 | 11 | 1 | 4 | 1 | -0.4 | 1 | -1 | 2
Cc1cc(NC(=O)/C=C/c2ccco2)ccc1NC(=O)c1ccccc1 | -13 | 9 | -4 | -2 | 0 | 4 | 0.5 | -13 | 5 | -4
